# Rtt109 HAT inh = inhibitors of C. albicans Rtt109/Vps75 HAT, primary screen, biochemical, ThioGlo CoA-SH fluorescence, plate reader; purified Rtt109/Vps75, 4 h; 330,000 tested, 0.16% active; AID 540336, 2011; inhibition, % at 34.9 µM;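 active means inhibition of at least 50% in every replicate; inconclusive means best replicate reaches 50% inhibition but some replicates fall short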
# Tat transport = E. coli Tat export inhibitors, primary screen, MC4100, TorA-mCherry reporter, fluorescence, single point; inhibition, % at 10 µM; 340,000 tested, 0.036% active;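 active means mean replicate inhibition at least 50% and at least half of replicates individually reaching 50%; inconclusive means only one of the two criteria met; inactive means neither criterion met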;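 further: exported cargo escapes ClpAP degradation while cytoplasmic cargo is degraded and loses fluorescence; 0% = median of neutral control wells and 100% = median of NaSCN control wells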
# CAL PDZ FP-1 = CAL PDZ peptide-binding inhibitors, primary screen, biochemical, fluorescence polarization, Cer-tagged CAL PDZ, HTS | Golgi-associated PDZ and coiled-coil motif-containing protein (Homo sapiens), Q9HD26 | AID 504414, 2011 | inhibition, % at 20 µM | 330,000 tested, 0.02% active | purified CAL PDZ, TMR-peptide fluorescence polarization, 1 h;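 active means highest replicate inhibition of at least 40%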;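 further: plate controls were DMSO neutral control wells for no effect and unlabeled competitor peptide control wells for full effect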
#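 Material: tagged CAL PDZ protein CerCALP, purified; buffer or medium: sodium phosphate/NaCl buffer pH 7.4 with TCEP, IgG, Thesit; also added: fluorescent TMR peptide probe; schedule: 1 h incubation at room temperature before polarization reading; technique: fluorescence polarization from S- and P-plane intensities, G-factor corrected; control set: unlabelled peptide and DMSO controls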
# CDK5 p35 inh = inhibitors of human CDK5/p35 kinase, primary screen, biochemical, single concentration; Cyclin-dependent kinase 5 (Homo sapiens) + Cyclin-dependent kinase 5 activator 1 (Homo …; Recombinant CDK5/p35, ADP-Glo luminescence, 60 min; inhibition, % at 10 µM; 330,000 tested, 0.01% active; AID 488839, 2010;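 active means highest replicate inhibition of at least 50% and at least 75% of replicates reaching 50%; inconclusive means only one of the two criteria met; inactive means both criteria failed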;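 further: plate controls were DMSO neutral control for no effect and GW8510 at 10 µM for full effect; many of its hits are not listed in these tables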
# Target sequence (Q00535 whole entry, looked up): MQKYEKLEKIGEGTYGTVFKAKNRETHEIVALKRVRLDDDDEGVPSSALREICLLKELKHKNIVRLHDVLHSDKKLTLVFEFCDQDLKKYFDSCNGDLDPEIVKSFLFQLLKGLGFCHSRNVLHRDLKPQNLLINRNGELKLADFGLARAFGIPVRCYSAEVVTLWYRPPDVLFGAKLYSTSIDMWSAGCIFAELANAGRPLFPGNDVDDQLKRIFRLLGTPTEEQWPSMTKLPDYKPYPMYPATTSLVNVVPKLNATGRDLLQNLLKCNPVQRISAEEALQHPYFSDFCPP
# Target sequence (Q15078 whole entry, looked up): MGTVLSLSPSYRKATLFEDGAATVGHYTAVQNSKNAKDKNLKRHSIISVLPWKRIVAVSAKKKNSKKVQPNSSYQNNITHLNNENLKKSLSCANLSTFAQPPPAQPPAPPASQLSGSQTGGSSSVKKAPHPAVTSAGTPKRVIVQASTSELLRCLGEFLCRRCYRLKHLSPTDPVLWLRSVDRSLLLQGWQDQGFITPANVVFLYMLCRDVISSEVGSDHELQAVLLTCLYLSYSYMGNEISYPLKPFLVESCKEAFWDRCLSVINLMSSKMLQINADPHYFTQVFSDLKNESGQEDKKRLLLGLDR
# MITF TRPM1 HTS = activators of MITF-driven TRPM1 promoter reporter, primary screen, cell-based, SK-MEL-5, luciferase, single point | SK-MEL-5 TRPM1-promoter luciferase, 24 h; % of positive control, neutral wells = 0 | activation, % at 12.5 µM | 300,000 tested, 0.75% active;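 active means mean activation of at least 80% with every replicate also reaching 80%; inconclusive means mean reaches 80% but some replicate falls short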;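 further: 0% = neutral control wells and 100% = parthenolide positive control wells; values of inactives mirror those of a sister screen read the other way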
# Wnt act = Wnt/beta-catenin pathway activators, primary screen, cell-based, plate reader, single point | Wnt/beta-catenin reporter cell assay, activator | AID 743398, 2014 | activation, % at 9.35 µM | 300,000 tested, 1.2% active; in the data active means activation above about 30%, passing the limit was not always enough; inconclusive means no clear call, values can overlap the other calls;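 further: 0% = neutral control wells and 100% = positive control wells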
# CAL PDZ FP-2 = untagged CAL PDZ binding inhibitors, primary screen, biochemical, fluorescence polarization, HTS; Golgi-associated PDZ and coiled-coil motif-containing protein (Homo sapiens), Q9HD26; purified CAL PDZ, TMR-peptide fluorescence polarization, 1 h; inhibition, % at 24.9 µM; AID 602252, 2012; 300,000 tested, 0.92% active;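 active means mean inhibition of at least 30% with at least half of replicates also reaching 30%; inconclusive means no clear call, values can overlap the other calls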;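 further: 0% = DMSO neutral control and 100% = excess unlabeled competitor peptide PRC23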
# V-ATPase pHluor = regulators of yeast V-ATPase proton pumping, primary screen, pHLuorin cytosolic pH fluorescence; S. cerevisiae; response, % at 10 µM; AID 504577, 2011; 350,000 tested, 0.37% active; in the data active means response mostly above about 7.3%, no sharp cut-off; inactive means mostly below about 5.4%; further: actives read high; inactives centre near 0; some compounds called inactive have numbers as strong as hits
# dFosB act = activators of delta FosB homodimer, primary screen, biochemical, fluorescence polarization, TAMRA-CDK5 oligo, single point | Protein FosB (Mus musculus), P13346 | purified delta FosB; percent of positive-control signal above neutral wells | activation, % at 25 µM | 340,000 tested, 0.99% active | AID 493131, 2011;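 active means mean activation above about 17%, with every replicate also reaching it, limit read from the data, passing the limit was not always enough; inconclusive means only one of the two conditions met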;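 further: fluorescence polarization rise as delta FosB binds a TAMRA Cdk5 AP-1 oligo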
# Target sequence (P13346 whole entry, looked up): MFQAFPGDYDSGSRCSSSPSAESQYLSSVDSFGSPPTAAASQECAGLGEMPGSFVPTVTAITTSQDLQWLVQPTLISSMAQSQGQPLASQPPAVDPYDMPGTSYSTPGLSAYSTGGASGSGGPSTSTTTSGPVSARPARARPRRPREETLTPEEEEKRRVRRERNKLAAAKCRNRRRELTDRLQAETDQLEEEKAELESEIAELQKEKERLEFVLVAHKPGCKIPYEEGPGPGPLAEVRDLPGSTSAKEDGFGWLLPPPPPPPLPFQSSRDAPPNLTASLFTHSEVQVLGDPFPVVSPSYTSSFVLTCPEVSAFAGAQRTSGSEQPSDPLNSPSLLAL
# cardiac RTF act = cardiac RTF calcium sensitivity activators, primary screen, biochemical, IANBD-TnC fluorescence, EC20 calcium. activation, % at 7.2 µM. 340,000 tested, 0.24% active. IANBD-labeled TnC RTF fluorescence at EC20 calcium; 0% EC20 calcium, 100% full calcium. Troponin I, cardiac muscle (Homo sapiens) + Troponin T, cardiac muscle (Homo sapiens) + …;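 active means activation above the mean over all tested compounds plus 3 SD, cut at about 30% in these data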;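 further: rise in fluorescence read as greater calcium sensitivity of cardiac thin filaments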
# * = called active by the depositor; ? = inconclusive; / = not tested or not shown.
SMILES,Rtt109 HAT inh,Tat transport,CAL PDZ FP-1,CDK5 p35 inh,MITF TRPM1 HTS,Wnt act,CAL PDZ FP-2,V-ATPase pHluor,dFosB act,cardiac RTF act
O=C1/C(=C\c2cccs2)SC(=S)N1C1CCS(=O)(=O)C1 (stereo not given),-9,6,-2.5,1.0,0,-3,-3,-2,-9,5
COCCCNC(=O)C(=O)NC1CCCCCC1,-5,-7,-1.3,-0.2,19,0,1,4,-7,6
CCc1nc(SCc2ccccn2)[nH]c(=O)c1C,9,9,/,-3.1,-1,-1,-2,6,9,9
CCCCOc1cc(=O)[nH]c(=O)[nH]1,?,-7,0.2,-2.2,-6,-5,-6,-4,0,-7
CCOc1ccc(NC(=O)CN(C)C(=O)C2CSC3(C)CCC(=O)N23)cc1OCC (stereo not given),-2,1,-1.1,-6.3,0,-1,/,-2,2,1
COCCNC(=O)C(=O)NCCN1CCOCC1,-8,-7,-1.1,-0.6,6,-1,-4,1,11,1
Nc1nc(SCC(=O)Nc2ncc(C(F)(F)F)cc2Cl)n[nH]1,-3,-10,-1.9,-0.9,-5,-1,2,-4,5,9
CC1CN(C(=O)/C=C/c2cccc([N+](=O)[O-])c2)CC(C)O1 (stereo not given),-4,-3,0.2,-0.1,2,/,-7,2,-4,0
COC(=O)[C@H](C)NC(=O)Nc1ccc(OC)c(OC)c1,2,-13,-0.7,-1.2,17,/,11,-1,2,-6
CCOc1ccc(C(=O)NCC(=O)N2CCCCCCC2)cc1,-1,12,-0.3,-10,-6,-2,-3,4,-4,-1
CC(C)(C)c1ccc(-c2nnc(SCC(=O)O)n2N)cc1,2,8,-1.9,0.0,0,/,/,0,3,-2
CCOn1c(=O)c(-c2ccc(C)cc2)[n+]([O-])c2ccccc21,2,0,/,0.7,0,3,0,4,1,-5
COc1cccc(/C=C2\SC(=O)N(CCC(=O)NC3CCS(=O)(=O)C3)C2=O)c1 (stereo not given),-4,-1,-1.1,0.2,17,3,/,-2,-4,-4
O=C(NNC(=O)C1CC(=O)N(Cc2ccccc2)C1)c1ccc(Br)cc1 (stereo not given),5,-2,-2.2,-1.1,11,3,3,1,6,3
CCOC(=O)c1cncc(C(=O)O)c1,-2,-16,-0.5,0.1,0,/,/,-4,0,-7
COc1cc(CCCN2C(N)=NC[C@@H]2Cc2ccccc2)cc(OC)c1OC,5,0,-0.4,-1.3,18,-2,4,2,-1,-2
COc1ccc(S(N)(=O)=O)cc1C(=O)NNC(=O)C1COc2ccccc2O1 (stereo not given),3,11,-4.0,2.3,4,-2,0,1,-1,9
CCOC(=O)CCP(=O)(O)C(O)(c1ccccc1)c1ccccc1,4,-5,-0.4,-1.8,8,/,/,3,4,-3
Cn1nnc(NC(=S)NC(=O)/C=C/c2ccco2)n1,3,-3,-2.4,-3.0,1,2,4,8,-16,21
CCOc1ncccc1C(=O)OCC(=O)NCCc1ccc(S(N)(=O)=O)cc1,-4,7,0.0,-0.4,-5,-3,0,-1,-8,-4
Cc1[nH]c2ccccc2c1C(=O)C(=O)N1c2ccccc2CC1C (stereo not given),8,2,-3.2,-0.4,-1,-1,-6,0,-7,-2
CC(=O)Cn1ncc(N(C)Cc2ccccc2)c(Cl)c1=O,-9,-8,0.0,1.3,57,13,-3,-3,4,-2
CCCn1c2ccc(F)cc2c2nnc(SCCN3CCOCC3)nc21,-2,15,-0.7,0.4,3,4,-3,-1,-20,0
C[C@H](CO)N1C[C@H](C)[C@@H](CN(C)CC2CC2)Oc2c(NC(=O)C3CC3)cccc2C1=O,8,-1,0.0,-0.2,7,-1,-3,4,4,1
C#Cc1ccc(CN2CCN(CCc3ccccc3)C(CCO)C2)cc1 (stereo not given),-2,1,-1.0,-1.2,12,0,1,1,-1,-2
CC(C)[C@H](NC(=O)[C@@H]1Cc2ccccc2CN1C(=O)OC(C)(C)C)C(=O)NCC1CCCO1 (stereo not given in full),-1,4,-3.5,0.8,-1,-1,5,10,-18,9
Cc1cc(NS(=O)(=O)c2ccc(NC(=O)COc3ccc(Br)cc3)cc2)nc(C)n1,23,-6,-1.3,-0.5,-7,0,-6,0,-7,0
Cc1ccccc1NC(=O)C(=Cc1ccc(C(=O)O)cc1)C(=O)Nc1ccccc1C,-4,-6,-2.8,0.6,-49,-8,8,4,-3,9
COC(=O)c1sc2nc(CN3CCOCC3)nc(N3CCOCC3)c2c1C,18,2,/,0.7,8,/,-11,6,-5,3
CC(C)n1c(O)c(N=NC(=O)CNC(=O)c2cccnc2)c2ccccc21,9,-6,-2.6,0.3,-16,-3,1,-4,2,5
Cc1ccccc1C(=O)OC1OC(=O)C(Cl)=C1Nc1ccc(C(=O)O)cc1 (stereo not given),3,-3,-1.2,-0.3,-3,-1,-7,-1,0,2
CCOC(=O)N1CCN(C(=O)/C=C/c2c(C)nn(-c3ccc(F)cc3)c2Cl)CC1,-1,-1,-3.1,-0.5,-13,1,0,0,-19,-5
CC(C)CN1C(=O)c2ccc(C(=O)Nc3c[nH]c(=O)[nH]c3=O)cc2C1=O,3,1,0.8,1.4,7,-1,-5,0,?,2
CN(Cc1ccco1)C(=O)CN1C(=O)NC2(CCCCC2)C1=O,3,3,0.4,-0.5,-2,2,-1,6,-2,-6
COc1ccc(NC(=O)COC(=O)c2ccc([N+](=O)[O-])o2)cc1Cl,-3,-6,1.0,1.1,-7,0,/,-2,3,-5
CCN1C(=O)/C(=c2\sc3nc(=O)c(Cc4ccccc4)nn3c2=O)c2ccccc21,10,-4,-0.3,1.9,-14,1,-4,0,-9,5
COc1ccc(NC(=O)COc2ccc3c(C)cc(=O)oc3c2)cc1S(=O)(=O)N1CCCCC1,-6,-20,-1.6,2.0,-11,-2,-5,1,5,-19
COc1ccc(NC(=O)COc2cccc3c2CCN(Cc2cccnc2)C3=O)cc1,5,-1,-4.2,0.2,-2,2,/,1,-7,0
O=S(=O)(NCc1ccccn1)c1ccccn1,-1,-5,0.6,-1.2,11,-2,-5,1,7,-1
CCN(c1ccc(Cl)cc1)S(=O)(=O)c1nnc(NC(=O)C(C)C)s1,14,2,0.9,0.4,2,-1,4,3,1,3
O=C(O)COCC(=O)Nc1ccccc1-c1ccccc1,0,-2,0.5,-5.1,-1,-5,-1,-2,-12,7
CCOc1cc(CNCCc2ccccc2)ccc1OCC(=O)NC(C)(C)C,12,11,-1.0,-1.7,-2,3,0,-2,-8,-1
O=C(Nc1cc(Cl)ccc1Oc1ccccc1)c1ccccc1F,3,8,-1.0,/,-2,-2,-4,0,-6,-3
CCc1nc2sc3c(c2c(=O)o1)CCCC3,-3,-2,-0.2,-0.2,-5,/,2,0,4,3
CN1CCN(CCNC(=O)c2cn(Cc3ccccc3F)nn2)CC1,8,-6,-2.1,0.4,5,1,-4,2,-2,12
Cc1nnc(SCC(=O)Nc2ccc(Cl)cn2)[nH]c1=O,-5,-2,-2.1,3.2,-8,-1,2,1,-4,0
O=C(O)/C(=C/c1ccco1)NC(=O)c1ccc(Br)o1,3,0,/,-0.8,12,0,-2,0,-2,-2
CCc1noc(C)c1C(=O)OC(C)C(=O)Nc1ccccc1OC (stereo not given),1,-10,-0.5,0.0,-3,-3,-2,0,3,-3
COc1ccc(C2/C(=C(/O)c3ccc(C)cc3)C(=O)C(=O)N2C)cc1 (stereo not given),3,-1,-0.9,0.5,-6,/,-3,0,4,4
CCN(CC)c1ccc(/C=N/NC(=O)C2CC2)cc1,-9,3,-2.4,-2.4,17,10,-2,3,-4,-3
Cc1cc(C)nc(SCc2ccc(C(=O)N/N=C/c3cccnc3)cc2)n1,-11,-2,-2.2,0.7,-6,/,4,-1,-17,-2
CCSc1nc(=S)n(CC)c(C)c1C(C)=O,-3,2,-2.0,2.1,0,/,/,0,2,-3
Cc1cccc(C(=O)NC2CCN(C(=O)Nc3ccccc3C)CC2)c1,-7,6,-1.5,0.4,-8,1,-4,4,5,2
CCc1nc(N)c(C#N)c(-c2ccco2)c1C,-3,-3,-3.1,1.2,3,9,-3,4,-1,-2
Cc1ccc(SCCC(=O)NCc2ccncc2)cc1,0,-10,-0.8,-0.5,-2,-10,-1,2,-6,2
O=C(COc1ccc(Cl)cc1Cl)c1ccc[nH]1,-4,-1,-2.8,2.5,72,33*,-2,1,-2,3
Cc1cccc(-c2nc(C#N)c(NCc3ccco3)o2)c1,-5,10,-1.6,0.3,/,32*,-2,1,-11,1
Cc1cccc(OCC(=O)NNC(=O)Nc2cccc(Cl)c2)c1C,19,-3,-0.1,0.3,-6,/,0,4,18*,-11
COc1ccc(C(=O)CSc2nc(N)nc(SC)c2C#N)cc1,0,4,-0.2,-1.9,/,1,-2,-1,56*,3
CC12CN3CC(C)(CN(C1)C3c1ccc(Cl)cc1Cl)C2=O (stereo not given),-5,-7,0.2,0.0,2,-4,2,1,-4,-3

# Two neighbouring records already listed, for reference:
SMILES,Rtt109 HAT inh,Tat transport,CAL PDZ FP-1,CDK5 p35 inh,MITF TRPM1 HTS,Wnt act,CAL PDZ FP-2,V-ATPase pHluor,dFosB act,cardiac RTF act
COc1ccc(C(=O)CSc2nc(N)nc(SC)c2C#N)cc1,0,4,-0.2,-1.9,/,1,-2,-1,56*,3
CC12CN3CC(C)(CN(C1)C3c1ccc(Cl)cc1Cl)C2=O (stereo not given),-5,-7,0.2,0.0,2,-4,2,1,-4,-3

# Going on with the list.
SMILES,Rtt109 HAT inh,Tat transport,CAL PDZ FP-1,CDK5 p35 inh,MITF TRPM1 HTS,Wnt act,CAL PDZ FP-2,V-ATPase pHluor,dFosB act,cardiac RTF act
O=C(Oc1ccccc1C(=O)N1CCOCC1)c1ccc(Br)cc1,-7,-11,0.0,-2.7,4,/,/,1,5,1
COc1cc(NC(=O)c2ccc([N+](=O)[O-])cc2)ccc1NC(=O)C(C)C,-6,-7,0.1,-1.0,3,-2,3,-1,1,/
COC(=O)C1CCN(S(=O)(=O)c2ccc(NC(C)=O)cc2)CC1,-10,2,-0.7,1.4,-3,-2,25,1,0,-4
O=C(OCCN1CCCCC1)c1ccccc1Br,-2,6,0.0,-1.2,1,-4,-1,1,2,21
CC(C)C[C@H](NS(=O)(=O)c1ccc(Br)cc1)C(=O)O,-3,-14,-0.5,2.6,-4,-3,0,-4,4,-8
Cn1nc(C(=O)NCCCN2CCCCC2)c2c1-c1ccccc1S(=O)(=O)C2,-3,2,-1.5,-0.4,11,/,-3,2,-1,3
